Nrf2 block = inhibitors of Nrf2 signaling; A549 ARE-Fluc reporter, luciferase luminescence, 18-24 h; actives 2.1% (n = 360,000); Potency, µM (highest dose often 46 µM), for the others: top-dose activity change, negative = inhibition, most hits filed as inhibitors; further: potency means the concentration at half of the fitted maximal effect; on the % scale 0 is the no-effect control and ±100 the full control effect; nearly all actives have a fitted effect of over 60% in size
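Quantitative HTS in A549 cells stably bearing an antioxidant response element-firefly luciferase construct. Inhibition of Nrf2-driven transcription was scored by luminescence after 18-24 h of compound exposure at 37 °C.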
Nrf2 ARE act = activators of Nrf2 (ARE) signaling; AREc32 ARE-luciferase reporter (MCF7-derived line), luminescence, 24 h; actives 0.31% (n = 410,000); Potency, µM (highest dose often 46.1 µM), inactives show top-dose activation, hits mostly activators; further: potency means the concentration at half of the fitted maximal effect; % of control where 0% means no effect; nearly all actives have a fitted effect of over 65% in size
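Luciferase luminescence (Steady-Glo, 30 min at room temperature) served as the read-out of ARE activation in AREc32 cells treated with compounds for 24 hr at 37 deg C.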
Akt phos inh = inhibitors of Akt phosphorylation; Neuro2A IGF-stimulated pAkt S473 HTRF, 20 min; active compounds read low; activity change, % for hits at 50 µM; actives 0.32% (n = 360,000); AID 651550; in the data active means activity change below about -80%; inconclusive means mostly about -51% to -80%; further: on the % scale 0 is the no-effect control and ±100 the full control effect
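Single-point screen (50 µM final compound) in Neuro2A cells stimulated 20 min with 6 nM IGF at 37 deg C. After lysis, Ser473-phosphorylated Akt read by HTRF (ex 330 nm, em 615/665 nm) as the 665/615 ratio.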
A549 viability = kills or reduces viability of A549 cells in Nrf2 counter-screen. AID 504648. Potency, µM (titrated, usually from 46 µM), for inactives: at the highest dose activity change, negative = cytotoxicity, hits mostly inhibitors. A549 ARE-Fluc cells, CellTiter-Fluor viability, 18-24 h. actives 0.16% (n = 390,000); further: potency means the concentration at half of the fitted maximal effect; on the % scale 0 is the no-effect control and ±100 the full control effect
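A549 ARE_Fluc cells in 5% FBS OPTI-MEM were exposed to compounds in concentration-response for 18-24 h at 37 deg C. Viability was read by CellTiter-Fluor fluorescence (Ex 405/Em 525) after 30 min, before the luciferase read.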
Mm-Cpn inhibitor = M. maripaludis TRiC chaperonin inhibition | purified Mm-Cpn ATPase, ADP Transcreener TR-FRET | Potency, µM (series often up to 76.9 µM), for inactives: top-dose activity, negative = inhibition, actives largely listed as inhibitors | actives 0.031% (n = 330,000) | AID 504842; further: potency means the concentration at half of the fitted maximal effect; on the % scale 0 is the no-effect control and ±100 the full control effect; nearly all actives have a fitted effect of over 80% in size
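Purified archaeal Mm-CPN (25nM final) preincubated 10 min at 37degC with compound, then 10uM ATP for 30 min at 37degC; ADP measured by HTRF Transcreener TR-FRET; buffer 30 mM TRIS pH 7.4, 100mM KCl, 5mM MgCl2, 1mM DTT.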
CCT modulator = cytosolic chaperonin activity modulation; actives 0.3% (n = 360,000); AID 651819; activity change, % (concentration not given with the values), hits read low; purified chaperonin ATPase assay, HTRF ADP detection, 30 min; in the data active means activity change below about -30%; further: on the % scale 0 is the no-effect control and ±100 the full control effect
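First, chaperonin was dispensed at 40 nM or 20 nM final depending on batch activity. Next, compounds were pinned at 76 uM and ATP added at 10 uM. After 30 min at 37 °C, ADP detection reagents ran 30 min at ambient temperature.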
EPAC2 ag = agonists of human EPAC2 (RAPGEF4); Q8WZA2; EPAC2 activation, biochemical qHTS; response scale: 100% = 6.5 mM cAMP response; Potency, µM (series often up to 154 µM), inactives show at the top dose activation, most hits filed as activators; actives 0.079% (n = 360,000); AID 720711; further: potency means the concentration at half of the fitted maximal effect; nearly all actives have a fitted effect of over 50% in size
Target sequence (Q8WZA2 whole entry, looked up): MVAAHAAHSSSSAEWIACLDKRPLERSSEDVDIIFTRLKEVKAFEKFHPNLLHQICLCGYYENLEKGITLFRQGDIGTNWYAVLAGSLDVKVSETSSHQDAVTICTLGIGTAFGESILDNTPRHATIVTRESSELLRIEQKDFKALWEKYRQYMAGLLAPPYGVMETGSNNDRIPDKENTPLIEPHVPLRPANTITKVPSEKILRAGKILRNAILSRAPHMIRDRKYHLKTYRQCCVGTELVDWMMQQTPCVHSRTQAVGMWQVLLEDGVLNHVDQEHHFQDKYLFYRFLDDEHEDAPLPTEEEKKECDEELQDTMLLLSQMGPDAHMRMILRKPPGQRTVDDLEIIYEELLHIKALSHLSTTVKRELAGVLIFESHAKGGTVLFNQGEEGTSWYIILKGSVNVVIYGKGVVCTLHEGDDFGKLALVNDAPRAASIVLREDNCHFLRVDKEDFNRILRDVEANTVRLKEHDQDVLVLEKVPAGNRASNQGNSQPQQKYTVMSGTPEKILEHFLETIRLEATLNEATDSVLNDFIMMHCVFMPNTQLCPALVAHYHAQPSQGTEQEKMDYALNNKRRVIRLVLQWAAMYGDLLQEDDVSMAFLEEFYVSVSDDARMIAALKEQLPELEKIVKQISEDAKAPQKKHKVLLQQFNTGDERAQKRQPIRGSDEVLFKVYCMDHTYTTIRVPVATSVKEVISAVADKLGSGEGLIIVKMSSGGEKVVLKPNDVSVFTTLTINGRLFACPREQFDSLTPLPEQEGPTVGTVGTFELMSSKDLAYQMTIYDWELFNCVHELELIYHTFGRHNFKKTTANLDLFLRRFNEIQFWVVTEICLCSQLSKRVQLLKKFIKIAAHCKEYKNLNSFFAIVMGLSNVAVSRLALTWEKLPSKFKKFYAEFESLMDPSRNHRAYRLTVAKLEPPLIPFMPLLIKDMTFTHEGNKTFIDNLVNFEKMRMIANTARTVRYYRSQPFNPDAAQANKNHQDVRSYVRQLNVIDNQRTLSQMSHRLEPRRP
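Compounds were added across a concentration range to EPAC2 (100 nM), RAP1B-BODIPY-GDP (250 nM) and GDP (50 uM). After 5 min at room temperature, fluorescence was recorded at 5-min intervals for 30 min.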
EPAC2 antagonist = EPAC2 (human) antagonism; Q8WZA2; EPAC2 GEF exchange of Rap1B-BODIPY-GDP, fluorescence; Potency, µM (doses to about 114 µM), inactives show at the top dose activity, negative = inhibition, usual class: inhibitors; actives 0.18% (n = 360,000); further: potency means the concentration at half of the fitted maximal effect; on the % scale 0 is the no-effect control and ±100 the full control effect; nearly all actives have a fitted effect of over 45% in size; many of its hits are not listed in these tables
TGFb inhibitor = inhibitors of TGF-b signaling. HepG2 CAGA-GFP TGF-b/SMAD3 reporter, GFP fluorescence, 18 h; TGF-beta stimulated, 500 pg/mL final. Potency, µM (series often up to 46.1 µM), inactives show top-dose activity, negative = inhibition, hits mostly inhibitors. actives 1.2% (n = 410,000). AID 588855; further: potency means the concentration at half of the fitted maximal effect; on the % scale 0 is the no-effect control and ±100 the full control effect; nearly all actives have a fitted effect of over 65% in size
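GFP signal (ex488/em500-530) from TGF-beta-stimulated HEPG2 CAGA-GFP cells, 500 pg/mL final, 18 h at 37 degrees C in DMEM plus 1% FBS, normalized to unstimulated and DMSO-stimulated controls.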
* hit, by the source's call; i = inactive; ? = inconclusive; · = no result given; & = joins results of further samples; [ ] = dose if it differs, or a comment. Unless noted, the call rests on the fitted dose curve; in most records, active means well fitted curve in the direction sought with a large enough effect; inconclusive means small, poorly fitted or top-dose-only effect, or another doubt; inactive means no such curve, though single readings can be large; an effect the other way counts as inactive or inconclusive.

Each structure is followed by: Nrf2 block	Nrf2 ARE act	Akt phos inh	A549 viability	Mm-Cpn inhibitor	CCT modulator	EPAC2 ag	EPAC2 antagonist	TGFb inhibitor
> Cc1cc(-c2nnc(SCc3ccccn3)o2)no1
  ?	3.7%	i	-1%	0%	-0.7	5%	-2%	4%
> O=c1cc(N2CCc3ccccc32)[nH]c(=O)n1-c1ccc(Br)cc1
  18%	-1.0%	i	2%	-2%	0.4	7%	-10%	8%
> CCC(CO)n1c(SCc2cc([N+](=O)[O-])cc3c2OCOC3)nc2ccccc2c1=O (stereo not drawn)
  -12%	3.3%	i	7%	0%	-0.2	4%	-10%	-15%
> O=C(c1ccc(Cl)c(S(=O)(=O)N2CCCCCC2)c1)N1CCOCC1
  -18%	0.5%	i	-3%	-1%	1.9	12%	-1%	?
> Cc1cc(C(F)(F)F)nc(SCC(=O)NC2CCCCC2)n1
  -19%	-0.2%	i	1%	-11%	-6.5	7%	9%	-15%
> O=C(NC1CCCCCC1)c1ccc2c(=O)n3c(nc2c1)CCCCC3
  ·	-0.3%	i	-3%	-2%	-3.1	-12%	3%	-4%
> COCc1cc(C)n(CC(=O)Nc2ccc(Cl)cc2Cl)c(=O)c1C#N
  ?	0.2%	i	0%	-11%	1.1	4%	9%	0%
> CC1(C)CC(=O)C(C=NCCN2CCN(C(=O)NC34CC5CC(CC(C5)C3)C4)CC2)=C(O)C1
  5%	-0.8%	i	-4%	-10%	-1.0	-13%	-1%	-12%
> Fc1ccc(-c2noc3ncnc(NCC4CCN(Cc5ccc(Cl)cc5)CC4)c23)cc1
  -3%	5.8%	·	?	·	·	·	·	?
> Cc1cccn2c(=O)c(C=Nc3ccc(Cl)cc3)c(NCCO)nc12
  6%	2.2%	i	3%	0%	-3.8	-7%	5%	-9%
> O=C(/C=C/c1ccccc1)N1CCN(CCN2C(=O)c3cccc4cccc(c34)C2=O)CC1
  -1%	9.9%	i	8%	1%	0.7	14%	2%	-5%
> COc1ccc(CNC(=O)CCc2c(C)nc3c(c2C)c(=O)n(C)c(=O)n3C)cc1
  4%	-1.0%	·	-8%	·	·	·	·	17%
> CCCNC(=S)N1CC2(C)CN(C(=O)C(=O)OC)CC(C)(C1)C2=O
  0%	-0.5%	i	2%	3%	1.1	10%	10%	-1%
> O=C(COC(=O)c1ccc(Cl)nc1)Nc1ccccc1OC(F)F
  3%	16%	i	2%	-1%	-1.6	3%	1%	-4%
> Cc1cc(C)cc(NC(=O)CN2CCN(c3ncccn3)CC2)c1
  -23%	-0.9%	i	-25%	1%	-4.2	4%	0%	0%

Sorted by heavy-atom count (highest first): part of the list above.
Each structure is followed by: Nrf2 block	Nrf2 ARE act	Akt phos inh	A549 viability	Mm-Cpn inhibitor	CCT modulator	EPAC2 ag	EPAC2 antagonist	TGFb inhibitor
> CCC(CO)n1c(SCc2cc([N+](=O)[O-])cc3c2OCOC3)nc2ccccc2c1=O (stereo not drawn)
  -12%	3.3%	i	7%	0%	-0.2	4%	-10%	-15%
> O=C(NC1CCCCCC1)c1ccc2c(=O)n3c(nc2c1)CCCCC3
  ·	-0.3%	i	-3%	-2%	-3.1	-12%	3%	-4%
> O=c1cc(N2CCc3ccccc32)[nH]c(=O)n1-c1ccc(Br)cc1
  18%	-1.0%	i	2%	-2%	0.4	7%	-10%	8%
> Cc1cc(C(F)(F)F)nc(SCC(=O)NC2CCCCC2)n1
  -19%	-0.2%	i	1%	-11%	-6.5	7%	9%	-15%

The list goes on.
Each structure is followed by: Nrf2 block	Nrf2 ARE act	Akt phos inh	A549 viability	Mm-Cpn inhibitor	CCT modulator	EPAC2 ag	EPAC2 antagonist	TGFb inhibitor
> COC(=O)c1ccc(C)c(NC(=O)c2ccc(Cl)c([N+](=O)[O-])c2)c1
  -4%	4.0%	i	1%	2%	-5.5	-11%	0%	-13%
> O=C(O)c1ccccc1NS(=O)(=O)c1ccc(NN=Cc2ccccc2F)c([N+](=O)[O-])c1
  -19%	-0.5%	i	-26%	2%	1.4	1%	?	-7%
> CC(=O)N1CCc2c(sc3c2c(=O)n(-c2ccc(C)cc2)c(=O)n3Cc2c(F)cccc2Cl)C1
  ?	-0.6%	·	-13%	·	·	·	·	-5%
> Cc1nn(CC(=O)OCC(=O)NCCc2ccc(S(N)(=O)=O)cc2)c(C)c1[N+](=O)[O-]
  7%	0.0%	i	-1%	-1%	-1.8	-1%	2%	-6%
> CC(Sc1nnc(N)s1)C(=O)Nc1ccc2c(c1)OCO2 (stereo not drawn)
  4%	-0.2%	i	-4%	1%	-1.7	8%	-1%	-9%
> O=Cc1ccc(OCc2cn3ccccc3n2)cc1
  12%	0.0%	i	-5%	1%	-1.8	5%	-9%	-14%
> COc1ccc(C(C)(O)c2nc(-c3csc4ccccc34)cs2)cc1 (stereo not drawn)
  ·	-1.3%[9.22 µM]	i	·	·	-1.3	11%	-23%	?
> Oc1csc(Cc2nc(-c3ccc(-c4ccccc4)cc3)cs2)n1
  ?	5.4%	i	-3%	-3%	0.8	1%	10%	10%
> O=c1c2c(nc3nc(Cc4ccccc4)[nH]n13)CCC2
  ·	-0.2%	i	3%	0%	0.6	6%	-8%	-8%
> Cc1cccc(-c2cnc(C(O)c3ccc(-c4ccccc4)cc3)[nH]2)c1 (stereo not drawn)
  ·	0.5%[9.22 µM]	i	·	·	-2.9	4%	-6%	?
> CCOC(=O)N1CCN(C(=S)Nc2ccc(C)c(C)c2)CC1
  5%	1.6%	i	3%	0%	0.8	0%	-3%	0%
> CC1CCCN(CCCNC(=O)c2cn(C)c3ccc(S(=O)(=O)N(C)C4CCCCC4)cc3c2=O)C1 (stereo not drawn)
  0%&-7%	-0.7%&-0.5%	i	5%&-2%	0%	-2.2	0%	3%	1%&2%
> CCCOC(=O)c1c(N)sc(C(=O)OCC)c1C
  1%	5.3%	i	1%	0%	-0.5	5%	4%	-3%
> CCOC(=O)CN1C(=O)N(CC(=O)OCC)C(c2ccccc2)(c2ccccc2)C1=O
  10%	-0.1%	i	1%	0%	-0.5	1%	-7%	-1%
> COc1ccccc1NC(=S)NCc1ccc2c(c1)OCO2
  2%	0.1%	i	19%	-1%	-4.2	12%	-4%	0%

Taken from above.
EPAC2 ag with Cc1cc(C(F)(F)F)nc(SCC(=O)NC2CCCCC2)n1 stands at 7%
Nrf2 ARE act with CCCNC(=S)N1CC2(C)CN(C(=O)C(=O)OC)CC(C)(C1)C2=O stands at -0.5%
CCT modulator with Cc1cc(-c2nnc(SCc3ccccn3)o2)no1 stands at -0.7
Nrf2 ARE act with O=C(/C=C/c1ccccc1)N1CCN(CCN2C(=O)c3cccc4cccc(c34)C2=O)CC1 stands at 9.9%

The results go on:
mol | Nrf2 block | Nrf2 ARE act | Akt phos inh | A549 viability | Mm-Cpn inhibitor | CCT modulator | EPAC2 ag | EPAC2 antagonist | TGFb inhibitor
Cc1csc(NC(=O)Cc2ccc(Cl)cc2)n1 | ? | -0.5% | i | -4% | · | 0.9 | 10% | -5% | 1%
CCc1ccccc1NC(=O)C1CCN(c2nn3c(=O)cc(C)nc3s2)CC1 | 10% | 0.2% | · | 6% | · | · | · | · | ?
CCOc1ccccc1N1CC(C(=O)Nc2cc(S(C)(=O)=O)ccc2Cl)CC1=O (stereo not drawn) | -12% | -0.5% | i | -2% | 2% | -3.6 | 0% | 6% | 0%
CC(C)(C)NC(=O)CSc1nc(N)cc(=O)[nH]1 | -14% | 0.2% | i | -1% | 2% | 0.5 | 9% | -5% | -12%
NC(=O)COC(=O)c1ccccc1OCc1ccccc1 | -8% | -0.8% | i | 8% | 2% | -3.2 | 1% | 2% | 10%
CCOC(=O)c1ccc2ncc(C(=O)OCC)c(NCCN(C)C)c2c1 | -1% | -0.1% | i | 1% | · | -1.0 | 12% | 9% | 2%
COc1ccc(Cl)cc1NC(=O)CSc1nnc(Cc2cccn2C)n1-c1ccc(F)cc1 | ? | 3.4% | i | -8% | -3% | -0.8 | 12% | -4% | -3%
COc1cc(CN2C(=O)C(C)ON=C2c2ccccc2F)cc(OC)c1 (stereo not drawn) | · | -0.2% | i | · | · | 0.3 | 3% | 32µM* | -9%
O=C(CN1CCOCC1)Nc1ncccn1 | 1% | -0.4% | i | -5% | 1% | 0.4 | 0% | 5% | 4%
CN1CCN(CCCNC(=O)Cn2c(-c3cccs3)cc3ccccc32)CC1 | 2% | 3.6% | · | -14% | · | · | · | · | -12%
O=C1COc2ccc(C(=O)COC(=O)c3nc(Cl)ccc3Cl)cc2N1 | 15% | 13% | i | 3% | 1% | -3.2 | 15% | 10% | 3%
Cc1cccc(N2CCN(C(=O)c3cccn4c(=O)c5c(C)c(C)sc5nc34)CC2)c1C | 1% | 0.3% | i | 12% | 0% | -2.9 | -7% | -3% | -7%
CC(C)OC(=O)COc1cc(O)c2c(=O)cc(-c3ccccc3)oc2c1 | 4% | 2.6% | i | 0% | 6% | -0.4 | 9% | -1% | 1%
CSc1ccc(C(=O)C2CCCN(C(=O)CCc3c(C)nn(C)c3C)C2)cc1 (stereo not drawn) | 9.2µM* | -0.1% | i | -17% | · | -1.2 | 2% | 0% | -14%

A portion of the library (hit frequency here may not be typical).
